From PubChem
Cav32 inh: human Cav3.2 channel inhibition, primary screen; O95180; Cav3.2-expressing cells, Fluo-4 calcium fluorescence FDSS; hits give low values; B-score at 10 µM; hit rate 4% among 100,000;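 active = single-dose well whose peak fluorescence ratio is a statistical outlier from its plate by either plate-standardised score or position-corrected B-score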
Starred values were filed as active, the others as inactive. Only part of the results is shown; count on the stated rates, not on these rows.

Compound | Cav32 inh
CCN(CC)S(=O)(=O)c1ccc(NC(=O)CSc2cccc[n+]2[O-])cc1 | -0.23
Cc1ccc(-c2noc(CSc3nc(N)cc(N)n3)n2)cc1 | -3.6
O=C(O)c1ccccc1NS(=O)(=O)c1cccc2cccnc12 | 0.49
O=C(NC1=NCCS1)C12CC3CC(C1)CC(C(=O)NC1=NCCS1)(C3)C2 | 0.92
CN(C)S(=O)(=O)c1cccc(NC(=O)c2cc3ccccc3o2)c1 | -0.029
CCCS(=O)(=O)N1CCN(Cc2ccco2)CC1 | -0.0057
CCN(CC)c1ccc(NC(=O)COC(=O)CCC(=O)c2ccc(F)cc2)cc1 | -0.028
COc1ccc(CONS(=O)(=O)c2ccc(NC(C)=O)cc2)cc1Cl | 1
COc1ccc(NC(=O)CSc2nnc(-c3ccccc3Cl)n2Cc2ccco2)c(OC)c1 | -2.4
CCCCn1nc2cc(C(=O)NCc3cc(C(F)(F)F)cc(C(F)(F)F)c3)ccc2c1OCC | -1.5
CN(C)c1ccc(N/C=C/C(=O)c2ccccc2)cc1 | -2.7
COC(=O)CSc1nnc(C)n1-c1ccc(C)cc1 | 0.19
O=C(O)Cn1c(SCc2ccccc2)nc2ccccc21 | -0.65
Cc1c(NC(=O)CN2C(=O)c3cccc4cccc2c34)c(=O)n(-c2ccccc2)n1C | 0.4
Cc1ccc(-c2cc(C(=O)OCC(=O)Nc3cc(C)on3)c3ccccc3n2)c(C)c1 | -1.4
COc1cc2[nH]c(=O)n(CCCCCC(=O)N3CC=C(c4ccccc4)CC3)c(=O)c2cc1OC | -2.7
COc1ccc(-c2cc(C(=O)NC(C(=O)O)C(C)C)c(C)o2)cc1OC (stereo unspecified) | -0.092
COc1ccccc1C1C(C#N)=C(N)Oc2cc(C)n(CCCn3ccnc3)c(=O)c21 (stereo unspecified) | 1.1
CCOC(=O)Cc1[nH]nc2c1C(c1ccoc1)C(C#N)=C(N)O2 (stereo unspecified) | -0.055
O=C(c1ccc(F)cc1)N(Cc1ccccc1)C1CCS(=O)(=O)C1 (stereo unspecified) | 1.3
COc1ccc(NC(=O)c2cccs2)cc1NC(=O)c1ccco1 | -0.36
COC(=O)CNC(=O)C1(C)C=CCN1C(=O)c1ccccc1 (stereo unspecified) | 0.2
CCCOc1ccc(C(C)=O)cc1CC(C(=O)OCC)C(=O)OCC | -4
Cc1cc(C)cc(Oc2ccc(N)cc2)c1 | -0.94
COc1cccc(C(=O)CN2CCN(S(=O)(=O)c3ccc(Br)cc3)CC2)c1 | -1.6
COc1ccc(-c2noc(CCC(=O)NCCN(C)Cc3ccccc3)n2)cc1 | 0.81
CC1=NN(c2nc(C)cc(C)n2)C(=O)C1CCC(C)C (stereo unspecified) | 0.62
O=C(NCc1ccc2c(c1)OCO2)c1cccnc1 | -1.5
CCN(CC)CCC(c1ccc2c(c1)OCO2)c1c(OC)cc(OC)c2ccc(=O)oc12 (stereo unspecified) | -0.12
COc1ccc(/C=N/NC(=O)c2csc(-n3nc(C)cc3C(F)(F)F)n2)cc1 | 0.046
CCc1ccc(S(=O)(=O)NCCc2cn3ccsc3n2)s1 | -0.031
Cc1ccc(Nc2nc(N)nc(CN3CCC(C)CC3)n2)c(C)c1 | 0.054
O=C(Cn1nc(C(F)(F)F)c2c1CCC2)NCc1ccc(F)cc1 | -0.045
CCn1cc(C2Nc3ccccc3C(=O)N2O)c(C)n1 (stereo unspecified) | -0.03
O=c1c2ccccc2nc(SCc2nc(-c3ccccc3)no2)n1-c1ccc(F)cc1 | -4.5*
CCOc1nc(C)ccc1-c1noc(-c2ccccn2)n1 | 0.38
COCCCn1c(SCC(=O)NCc2ccco2)nc2sc3c(c2c1=O)CCC3 | 0.8
CCOC(=O)c1sc2ncn(C(CC)C(=O)OCC)c(=O)c2c1C (stereo unspecified) | -0.35
N[C@@H](Cc1cc(I)c(Oc2cc(I)c(O)c(I)c2)c(I)c1)C(=O)O | 0.015
N#Cc1ccsc1NC(=O)CN1CCCCC1 | -0.78
CC1CC(C)CN(CC(=O)N2CCc3[nH]c4ccccc4c3C2)C1 (stereo unspecified) | 1.3
COc1ccc(C)cc1NC(=O)c1cnc2n(c1=O)CCS2 | 0.6
CC(=O)Oc1cc(C(C)C)c(OCCN(C)C)cc1C | 0.25
COC(=O)c1nnn(-c2nonc2N)c1-c1cccs1 | 1.2
Cn1c(N)c(C(=O)COC(=O)C2=COCCO2)c(=O)n(C)c1=O | 0.3
O=C(NCc1ccc(OC(F)(F)F)cc1)C1CC(c2cccc(F)c2)=NO1 (stereo unspecified) | -3.2*
Cc1ccc(CCNC(=O)C2CCN(c3nn4c(=O)cc(C)nc4s3)CC2)cc1 | 0.43
O=[N+]([O-])c1nn(-c2ccc3c(c2)OCCO3)n(O)c1=Nc1ccc(Cl)cc1 | -2.2
COc1cc(/C=C(/C(=O)c2cccs2)c2nc3ccccc3[nH]2)ccc1O | -2.3
COC(=O)c1ccccc1NC(=O)Nc1cccnc1 | 1.1
CC(C)(C)CC(C)(C)c1ccc(O)c(CN2CCN(CCC#N)CC2)c1 | -0.69
Cc1cc(NC(=O)c2sc(Nc3cccc(C(F)(F)F)c3)nc2N)no1 | -0.046
CCn1c(=O)c2cc(S(=O)(=O)NCCOc3ccccc3)ccc2n(CC)c1=O | -0.31
c1ccc(-c2ccc(-c3cnc4n3CCCCC4)cc2)cc1 | -0.66
CCOC(=O)c1ccc(NC(=O)CNC(=O)C2CCCCC2)cc1 | 0.016
C=CCSc1nc2ccccc2[nH]1 | -0.076
COCCOC(=O)C1=C(C)NC2=C(C(=O)CC(c3cccs3)C2)C1c1ccsc1 (stereo unspecified) | 1.5
CCc1nnc(NC(=O)c2ccc(-c3cc(C(F)(F)F)ccc3Cl)o2)s1 | 0.036
O=C(CCn1c(=O)sc2ccccc21)NCCC1=CCCCC1 | -0.046
CCc1ccc(C2=CC(c3cc(Br)ccc3F)n3ncnc3N2)cc1 (stereo unspecified) | -1.5

(continued)
SMILES | Cav32 inh
O=C(Nc1ncn[nH]1)C(F)(F)C(F)F | -0.24
CCOc1ccc(-c2nc(C#N)c(NCC(C)C)o2)cc1 | -0.55
Cc1ccccc1N1C(=O)c2ccccc2N2C(=O)c3ccccc3C12 (stereo unspecified) | -4.3*
CCc1c(C)nc2[nH]nc(NC(=O)C(F)(F)F)n2c1=O | -0.064
CNC(=O)c1ccc2snnc2c1 | -0.072
CCC1=C(OC(=O)N(CC)CC)N2C(=O)OC(=NCCc3c[nH]c4ccccc34)[C@]2(C)[C@H]2C1=CC[C@H]1C(=O)N(CC)C(=O)[C@H]12 | 0.17
CNc1nc(NC)nc(-n2c(C(F)(F)F)nc3ccccc32)n1 | 0.42
Cc1ccc(C(=O)NCCN2C3=NC[C@H](Cc4ccc(O)cc4)N3C[C@H]2Cc2ccc(O)cc2)cc1Br | 1.3

4 structures already listed, sorted by length of the SMILES, low to high.
SMILES | Cav32 inh
CCOc1ccc(-c2nc(C#N)c(NCC(C)C)o2)cc1 | -0.55
CCc1c(C)nc2[nH]nc(NC(=O)C(F)(F)F)n2c1=O | -0.064
Cc1ccccc1N1C(=O)c2ccccc2N2C(=O)c3ccccc3C12 (stereo unspecified) | -4.3*
Cc1ccc(C(=O)NCCN2C3=NC[C@H](Cc4ccc(O)cc4)N3C[C@H]2Cc2ccc(O)cc2)cc1Br | 1.3

Further structures:
SMILES | Cav32 inh
Cc1ccc2c(c1)c1c(n2CC(O)Cn2c(C)nc3ccccc32)/C(=N\O)CCC1 (stereo unspecified) | -0.015
COc1cccc(OCCOc2ccccc2[N+](=O)[O-])c1 | -2
COc1ccc(/C=N\NC(=S)SCN2C(=O)C3CCC(C)(C2=O)C3(C)C)cc1 (stereo unspecified) | -0.52
CCCc1nc(C)c2c(=O)[nH]c(-c3cc(S(=O)(=O)N4CCN(CC)CC4)ccc3OCC)nn12 | -0.037
CCN(CC)CCCCOc1ccccc1OC | 0.61
COc1ccc(C(=O)N2CCN(C(=O)Cc3ccccc3)CC2)cc1OC | 0.83
O=C(Nc1ccccc1)C1=C[C@H](c2ccccc2)C[C@H](OCCCCO)O1 | -0.32
COC(=O)C1=C(O)/C(=C\c2cc(C)n(-c3ccccc3C)c2C)N=C1C | -0.076
COCC(=O)Nc1nc2ccc(C)cc2s1 | -0.19
Cc1ccc(C)c(N2CCN(CC3CC=CCC3)CC2)c1 (stereo unspecified) | -2.5
O=C(Nc1ccccc1Cl)N1CCN(c2ncccn2)CC1 | 1.3
Cc1ccnc(N2C(=O)c3ccccc3C2Nc2ccccc2Cl)c1 (stereo unspecified) | -1.8
O=C(Cn1cnc2c(nnn2Cc2ccc(F)cc2)c1=O)NCC1CCCO1 (stereo unspecified) | -0.14
CCC(=O)Nc1cc(Cl)ccc1N1CCN(C(=O)CC)CC1 | 0.42
CC1Cn2c(nnc2-c2cccs2)S1 (stereo unspecified) | 1.4
COc1cc(N)ccc1NC(=O)c1cccs1 | -0.54

Reformatted with each value named: entries from further up.
Cc1ccc(C)c(N2CCN(CC3CC=CCC3)CC2)c1 (stereo unspecified)
  Cav32 inh = -2.5
O=C(Nc1ccccc1Cl)N1CCN(c2ncccn2)CC1
  Cav32 inh = 1.3
Cc1ccnc(N2C(=O)c3ccccc3C2Nc2ccccc2Cl)c1 (stereo unspecified)
  Cav32 inh = -1.8

The listing continues.
SMILES | Cav32 inh
CSc1nsc(SC)c1NC(=O)N1CCCCC1 | 1.9
CC(C)Nc1nc(NC(C)C)nc(C(N)=O)n1 | -0.07
Cc1ccc2nc3c(nc2c1)-c1ccccc1C3=O | 0.014
CC(=O)NC(NC(=S)Nc1ccc(N=Nc2ccccc2C)cc1C)C(Cl)(Cl)Cl (stereo unspecified) | 0.036
Cc1cc(N2CCN(c3ccccn3)CC2)n2nc(C)nc2n1 | 0.34
O=C(Nc1nc2ccccc2s1)C1CCCN1S(=O)(=O)c1ccc(Cl)cc1 (stereo unspecified) | -5.3*
C=CCn1c(CNc2ccc(C)cc2)nnc1SCC(=O)N/N=C/c1ccc(O)cc1 | -0.4
COc1ccc(NC(=O)CSc2nnc(Cc3cccn3C)n2-c2ccc(F)cc2)cc1 | -2.9

Entries listed so far printed as active in Cav32 inh:
SMILES | Cav32 inh
O=c1c2ccccc2nc(SCc2nc(-c3ccccc3)no2)n1-c1ccc(F)cc1 | -4.5*
O=C(NCc1ccc(OC(F)(F)F)cc1)C1CC(c2cccc(F)c2)=NO1 (stereo unspecified) | -3.2*
Cc1ccccc1N1C(=O)c2ccccc2N2C(=O)c3ccccc3C12 (stereo unspecified) | -4.3*
O=C(Nc1nc2ccccc2s1)C1CCCN1S(=O)(=O)c1ccc(Cl)cc1 (stereo unspecified) | -5.3*

The results go on.
SMILES | Cav32 inh
c1nc2nc3c(c(N4CCOCC4)n2n1)CCCC3 | 0.4
COc1ccc(NC(=O)CN(c2cc(C)cc(C)c2)S(=O)(=O)c2c(C)noc2C)cc1OC | 0.14
C=CCOC(=O)C1=C(C)NC(SC)=C(C#N)C1c1cccs1 (stereo unspecified) | -2.2
Cc1cc(NC(=O)c2noc3c2CCCC3)n(-c2ccccc2)n1 | 0.72
COc1cc2c(cc1OC)CN(C(=O)CSc1n[nH]c(N)n1)CC2 | 0.045
Cn1nc(C(=O)NCCN2CCOCC2)c2ccccc2c1=O | 0.0062
COc1ccc(OC)c(C(=O)CSc2nnc(Cc3cccs3)n2CCc2ccccc2)c1 | -1.4
Cc1ccc(-c2cc(C(=O)NN=C3CCCC3)c3ccccc3n2)cc1 | -0.18
CCOC(=O)Cn1ncc(-c2ccccc2)c1N | 0.084
CCC1SC2=NCN(c3ccccc3)CN2C1=O (stereo unspecified) | -0.0014
CC1=C(C(=O)Nc2ccccc2)C(c2cccc([N+](=O)[O-])c2)Nc2nc3ccccc3n21 (stereo unspecified) | -2.2
COc1ccc(C2/C=C\CN(C(=O)c3ccc(C)cc3)[C@H](Cc3ccccc3)C(=O)N2Cc2ccc(F)cc2)cc1 (stereo partly specified) | -2.7
O=C(O)Cc1ccc2ocnc2c1 | -0.025
Cn1c(C(=O)NCC2CCCO2)cc2c(=O)n3ccccc3nc21 (stereo unspecified) | 0.64
O=C(CSCc1cccc(CSCC(=O)Nc2ccccc2)n1)Nc1ccccc1 | -6.8*
COc1cc(NC(=O)c2ccc(-c3ccc(Br)cc3)o2)ccc1NC(=O)C(C)C | 0.045
COc1cccc(C(=O)Nc2ccc(N3CCCC3)cc2)c1 | 0.22
CCCC(=O)NC(Nc1ccccc1F)C(Cl)(Cl)Cl (stereo unspecified) | -0.17
c1ccc(CN2CCOCC2)cc1 | 0.86
CSCC[C@H](NC(=O)Nc1ccc(C)cc1)C(=O)O | 1.4
CCCC(c1nnnn1CCOC)N1CCN(c2cccc(OC)c2)CC1 (stereo unspecified) | 0.36
COc1cccc2c1C(CO)N1C(C#N)C3CC(C(=O)O)C(C1C2)N3C (stereo unspecified) | 0.082
Cc1nc(-n2nnc3cc(C)c(C)cc32)c2c3c(sc2n1)CCCC3 | -0.068
NC(=O)OCC(COC(N)=O)c1ccccc1 | 0.25
CC1CCCCC1NC(=O)C1Cc2ccccc2CN1S(C)(=O)=O (stereo unspecified) | 0.046
CC(OC(=O)c1snc(C(=O)NC2CCCCC2)c1N)C(=O)NC1CCCCC1 (stereo unspecified) | -0.7
O=C(c1ccncc1)N(Cc1cc2ccccc2[nH]c1=O)C1CCCCC1 | 0.52
CC(C)Nc1nnc(SCC(=O)Nc2ccc(F)cc2)s1 | -0.23
NC(=O)c1sc2nc3c(c(-c4ccccc4)c2c1N)CCC3 | -0.47
O=C(NCc1ccccc1Cl)c1cnccn1 | 0.35
COc1ccc(Oc2c(C=O)c3ccccc3n2C)cc1 | -0.45
Cn1c(=O)c2ncn(CC(=O)NCCC3=CCCCC3)c2n(C)c1=O | -0.039
CCOc1ccc(C(=O)C2CCN(CC(=O)Nc3ccccc3N3CCOCC3)CC2)cc1 | -1.3
CC1(C)CC(=O)C2=C(C1)N(c1ccccc1)C(=O)CC2c1ccsc1 (stereo unspecified) | -0.53
CCOc1cc(CNCc2cccs2)cc(Br)c1OCC | -0.76
O=C(Nc1cccc(-c2nnc(-c3ccccc3)o2)c1)c1ccc(Br)o1 | -0.95
CCOc1ccc(/C=N/Nc2nc(N3CCCC3)nc(N3CCCC3)n2)cc1OC | 0.24
O=c1[nH]c(-c2ccccc2O)nc2c1CCCC2 | 0.18
